# PPARg SRC-1 ag: PPARgamma agonists recruiting SRC-1 coactivator, primary screen, biochemical | Peroxisome proliferator-activated receptor gamma (Homo sapiens), P37231 | PPARgamma-SRC-1 coactivator recruitment biochemical assay | activation, % at 8 µM | 0.41% of 200,000 active; in the data active = activation above about 19%;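 also: 0% = DMSO and 100% = reference agonist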
# Target sequence (P37231 whole entry, looked up): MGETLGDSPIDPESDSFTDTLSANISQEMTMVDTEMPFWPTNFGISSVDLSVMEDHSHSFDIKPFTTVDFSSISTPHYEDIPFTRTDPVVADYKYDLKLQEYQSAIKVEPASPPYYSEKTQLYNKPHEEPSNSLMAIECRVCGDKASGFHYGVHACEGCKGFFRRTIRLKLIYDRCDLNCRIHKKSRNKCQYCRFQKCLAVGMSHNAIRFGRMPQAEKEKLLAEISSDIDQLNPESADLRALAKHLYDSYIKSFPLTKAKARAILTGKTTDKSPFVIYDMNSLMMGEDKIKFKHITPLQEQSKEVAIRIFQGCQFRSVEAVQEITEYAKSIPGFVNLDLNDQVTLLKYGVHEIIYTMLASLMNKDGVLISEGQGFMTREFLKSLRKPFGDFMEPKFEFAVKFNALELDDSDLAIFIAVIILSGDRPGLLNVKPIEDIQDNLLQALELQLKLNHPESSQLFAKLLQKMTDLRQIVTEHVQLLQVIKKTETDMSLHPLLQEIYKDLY
# PPARg SRC2 recr: agonists of PPARg-SRC-2 recruitment, primary screen, biochemical, HTS; PPARgamma LBD-SRC-2 recruitment; activation, % at 8 µM; Peroxisome proliferator-activated receptor gamma (Homo sapiens), P37231; AID 1032, 2008; 0.34% of 200,000 active; in the data active = activation above about 22%;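 also: 0% = vehicle and 100% = reference agonist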
# bIAP act: bovine intestinal alkaline phosphatase activators, primary screen, biochemical, bovine IAP, CDP-star luminescence. alkaline phosphatase, intestinal [Bos taurus]. purified bovine IAP, 30 min; hits give high values; fold of DMSO-control signal, blank-subtracted. activation factor at 20 µM. 0.17% of 200,000 active. AID 1016, 2008;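 active = activation factor of 2 or more at 20 µM, a signal rise over negative controls twice the positive control's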
# bIAP inh: bovine intestinal alkaline phosphatase inhibitors, primary screen, selectivity assay for TNAP inhibitor project, biochemical, bovine IAP, CDP-star luminescence. inhibition, % at 20 µM. alkaline phosphatase, intestinal [Bos taurus]. 190,000 tested, under 10 active. purified bovine IAP, 30 min. AID 1019, 2008;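 active = over 50% inhibition of intestinal alkaline phosphatase at 20 µM in the single-dose screen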
#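 Assay system – bovine IAP enzyme · Quantity – bovine IAP at 1/65,000,000 final dilution · Detection – CDP-star luminescence signal · Times – 30 min reaction at room temperature · Also added – CDP-star substrate at 30 µM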
# HMGR II inh: inhibitors of E. faecalis class II HMGR, primary screen, biochemical, Enterococcus faecalis | HMG-CoA reductase (Enterococcus faecalis, mvaE) | purified E. faecalis HMGR, NADPH absorbance 340 nm kinetic | inhibition, % at 10 µM | 0.41% of 190,000 active;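 active = inhibition above a set limit, the median over all tested compounds plus 3 SD, cut at about 9.5% in these data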;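 also: enzyme runs in reverse so mevalonate oxidation gives rising NADPH absorbance; 0% = complete reaction with DMSO and 100% = background rate lacking mevalonate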
# PPARg SRC3 recr: PPARgamma agonists recruiting SRC-3 coactivator, primary screen, biochemical; activation, % at 8 µM; AID 731, 2007; biochemical PPARgamma/SRC-3 coactivator recruitment assay; Peroxisome proliferator-activated receptor gamma (Homo sapiens), P37231; 0.26% of 200,000 active; in the data active = activation above about 23%;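 also: 0% = DMSO and 100% = reference agonist; some compounds past the cut are filed as inactive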
# TNAP inh noacc: human TNAP enzyme inhibitors, primary screen, biochemical, luminescent, no phosphate acceptor, uHTS; purified TNAP, CDP-star luminescence, 30 min; 0.26% of 200,000 active; inhibition, % at 20 µM;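 active = tissue-nonspecific alkaline phosphatase inhibition above about 50% at 20 µM in the single-dose screen, limit read from the data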;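 also: 0% = DMSO negative control and 100% = EDTA positive control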
# Target sequence (P05186 whole entry, looked up): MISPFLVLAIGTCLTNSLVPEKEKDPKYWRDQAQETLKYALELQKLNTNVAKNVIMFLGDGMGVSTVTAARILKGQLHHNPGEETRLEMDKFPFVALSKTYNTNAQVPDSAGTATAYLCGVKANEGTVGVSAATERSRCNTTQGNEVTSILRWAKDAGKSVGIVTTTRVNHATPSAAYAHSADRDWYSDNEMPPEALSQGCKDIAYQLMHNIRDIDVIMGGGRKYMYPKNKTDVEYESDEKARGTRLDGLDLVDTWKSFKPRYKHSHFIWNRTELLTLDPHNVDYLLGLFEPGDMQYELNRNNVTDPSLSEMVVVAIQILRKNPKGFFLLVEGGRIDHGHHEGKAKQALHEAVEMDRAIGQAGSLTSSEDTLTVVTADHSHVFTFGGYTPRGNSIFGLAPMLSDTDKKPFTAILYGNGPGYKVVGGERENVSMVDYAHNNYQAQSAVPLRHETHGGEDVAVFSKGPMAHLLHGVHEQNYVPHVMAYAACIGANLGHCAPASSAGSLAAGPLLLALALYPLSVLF
# TNAP inh hi DEA: human TNAP enzyme inhibitors, primary screen, biochemical, luminescent, high phosphate acceptor level, uHTS. Alkaline phosphatase, tissue-nonspecific isozyme (Homo sapiens), P05186. purified TNAP, CDP-star luminescence, 1 M DEA. inhibition, % at 20 µM. 0.03% of 200,000 active;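 active = over 50% inhibition of tissue-nonspecific alkaline phosphatase at 20 µM in the single-dose screen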;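 also: plate controls were DMSO wells for no effect and EDTA-quenched wells as full inhibition for full effect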
# SRC2 TRFRET art: TR-FRET signal artefacts, primary screen, artefact control for PPARgamma SRC-2 agonist project, biochemical; TR-FRET artefact counter-screen; hits give high values; TR-FRET ratio at 8 µM; 0.4% of 200,000 active; AID 1049, 2008; in the data active = TR-FRET ratio above about 2000; also: inactives centre near 1500
# TNAP act hiacc: TNAP activators at high phosphate acceptor level, primary screen, biochemical, luminescence, uHTS. Alkaline phosphatase, tissue-nonspecific isozyme (Homo sapiens), P05186. AID 1136, 2008. activation factor at 20 µM. purified TNAP, CDP-star luminescence, 1 M DEA, 30 min; hits give high values; 0 = EDTA background, 1 = DMSO-only activity. 200,000 tested, under 10 active;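 active = activation factor at least 2 at 20 µM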
#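 Dosing: 20 µM single point. System: human TNAP. Amount: TNAP 1/800 final. Incubation: 30 min, room temperature. Read-out: TNAP activation factor scaled between EDTA and DMSO control wells. Signal: luminescence from CDP-star hydrolysis. Medium: 1 M DEA, pH 9.8, Mg2+, Zn2+. Control set: EDTA negative control, DMSO positive control.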
# * hit, by the source's call; / = not tested or not shown.
molecule,PPARg SRC-1 ag,PPARg SRC2 recr,bIAP act,bIAP inh,HMGR II inh,PPARg SRC3 recr,TNAP inh noacc,TNAP inh hi DEA,SRC2 TRFRET art,TNAP act hiacc
CCC(=O)Nc1cc(-c2nnc(OC)c3ccccc23)ccc1N1CCOCC1,3.7,0.0,0.9,5.9,2.3,0.5,-18.0,-5.0,1592,1.1
Cc1ccc(-n2nnnc2SCC(=O)c2cc(C)n(CC3CCCO3)c2C)cc1 (stereo not drawn),/,/,0.8,22.6,-1.6,/,13.5,-2.9,/,1
Cc1ccc(S(=O)(=O)N2CCCC2C(=O)OCc2ccco2)cc1 (stereo not drawn),-6.1,1.0,1,1.1,-3.8,-8.6,-5.3,0.6,1567,1
COC(=O)c1ccc(CN2CCC(CO)(Cc3ccccc3Cl)CC2)cc1,2.8,-1.8,1.1,-8.0,-2.9,2.1,-2.1,0.2,1543,1
CCc1nc(C)ccc1OCC(=O)N1CCc2c([nH]c3ccccc23)C1c1ccccn1 (stereo not drawn),1.6,2.6,1.2,-19.4,-2.2,8.4,-16.3,-4.2,1489,1
Cc1cc(C)n(CC(=O)N2N=C(C(F)F)CC2(O)C(F)F)n1 (stereo not drawn),2.2,-5.2,0.8,16.9,-7.5,0.4,-12.0,-3.6,1440,1
O=C(NC(NC(=S)Nc1cccc(Cl)c1)C(Cl)(Cl)Cl)OCc1ccccc1 (stereo not drawn),7.2,8.8,0.9,7.9,-2.1,17.1,-7.9,-4.6,1643,1
CCN(CC)CCCN1C(=O)c2oc3ccccc3c(=O)c2C1c1cccnc1 (stereo not drawn),2.2,-2.5,1,0.9,-4.3,-6.7,-11.6,-3.5,1549,1
COC(=O)c1cc(COC(=O)c2ccc(OC)c(S(=O)(=O)N3CCCC3)c2)oc1C,8.7,-2.6,1,4.2,1.3,1.0,-1.3,-2.6,1577,1
O=C(CCCn1c(=S)[nH]c2cc3c(cc2c1=O)OCO3)NC1CC1,2.8,3.6,1,0.3,-9.2,1.7,2.1,-2.5,1431,1
Oc1cccc(C2c3[nH]c4ccccc4c3CCN2Cc2ccoc2)c1 (stereo not drawn),-1.7,1.1,1,4.2,-1.2,1.4,-0.7,-4.1,1414,1
C=CCOc1c(CNc2ncn[nH]2)cccc1OC,-5.7,8.6,1.2,-22.6,-4.4,3.4,0.4,-2.0,1678,1
CCOc1ccccc1C(=O)OCC(=O)Nc1cc(Cl)ccc1Oc1ccccc1,-1.9,3.2,1.1,-12.2,-7.0,4.5,1.7,2.3,1530,1
COC(=O)c1ccccc1NC(=O)CN(C)S(=O)(=O)c1cc(C)ccc1OC,1.1,4.1,1,4.9,0.2,5.1,1.9,-4.9,1664,1
CCCCc1ccc(-n2c(Cc3cccs3)n[nH]c2=S)cc1,1.9,4.3,0.4,/,-6.8,2.0,-91.2,-0.5,1665,1
Cc1ccc(C(C)(C)C)c(OCCCCN2CCCC2)c1,3.6,-3.2,1.3,-29.8,0.9,0.9,-4.8,-4.4,1536,1
CCOC(=O)Cc1csc(SCC(=O)c2c(N)n(CC(C)C)c(=O)n(C)c2=O)n1,-2.2,-3.6,1,3.5,-14.6,-9.4,-16.6,-8.8,1386,1.1
COc1ccc2ccccc2c1/C=N\n1c(C)cc(C)c(C(N)=O)c1=O,0.9,-1.7,1,-0.2,-0.5,-7.1,-1.6,-8.0,1537,1.1
O=S(=O)(NCCN1CCOCC1)c1cccs1,2.5,5.1,1,-0.3,-3.8,1.1,-3.0,-1.9,1702,1
CC1(C)S[C@@H]2[C@H](NC(=O)Cc3ccccc3)C(=O)N2[C@H]1C(=O)O,11.4,-1.6,0.8,17.9,-8.0,-0.3,-3.5,2.6,1478,1

# Gathered by group: those above containing a thiophene ring, fused or not
molecule,PPARg SRC-1 ag,PPARg SRC2 recr,bIAP act,bIAP inh,HMGR II inh,PPARg SRC3 recr,TNAP inh noacc,TNAP inh hi DEA,SRC2 TRFRET art,TNAP act hiacc
CCCCc1ccc(-n2c(Cc3cccs3)n[nH]c2=S)cc1,1.9,4.3,0.4,/,-6.8,2.0,-91.2,-0.5,1665,1
O=S(=O)(NCCN1CCOCC1)c1cccs1,2.5,5.1,1,-0.3,-3.8,1.1,-3.0,-1.9,1702,1

# The list continues:
molecule,PPARg SRC-1 ag,PPARg SRC2 recr,bIAP act,bIAP inh,HMGR II inh,PPARg SRC3 recr,TNAP inh noacc,TNAP inh hi DEA,SRC2 TRFRET art,TNAP act hiacc
CS(=O)(=O)N(CC(=O)Nc1ccc2c(c1)OCO2)c1ccccc1,2.5,0.7,0.9,14.8,1.4,-3.1,-1.8,-4.6,1458,1
COc1ccc(-c2cc(C(F)(F)F)n3nc(C(=O)Nc4c(C)n(C)n(-c5ccccc5)c4=O)c(Cl)c3n2)cc1,-7.0,-1.1,1,-2.2,0.7,3.1,-6.5,1.7,1454,1
CCn1ncc(C2=NOC(C(=O)Nc3cccc(C(C)=O)c3)C2)c1C (stereo not drawn),-5.6,-2.2,0.9,7.3,0.5,-5.9,-4.5,-1.5,1497,1
Fc1cccc(Cl)c1Cn1nnc2c(NCc3ccccn3)ncnc21,9.7,5.4,0.9,7.5,-1.7,-1.9,-7.8,-6.0,1659,1.1
CO/N=C\CC(=O)Nc1ccc(Cl)c(Cl)c1,7.2,5.8,0.9,10.1,1.1,3.0,-2.1,-4.6,1578,1
O=C1c2oc3ccccc3c(=O)c2C(c2cccnc2)N1CCCN1CCOCC1 (stereo not drawn),-3.5,6.9,1.1,-10.2,-1.6,-2.8,-17.0,-4.5,1519,1
COc1ccc(CSc2nc3ccccc3[nH]2)cc1,-0.9,8.1,0.8,19.5,3.0,1.4,-16.1,0.1,1620,1
Cc1cc(C)nc(NS(=O)(=O)c2ccc(NC(=O)CN3C(=O)S/C(=C\c4ccccc4)C3=O)cc2)n1,1.5,0.4,1,0.8,-6.7,0.2,12.7,0.9,1569,1
Cc1cc(NC(=O)CSc2nc3cc(C(=O)NCCCOC(C)C)ccc3c(=O)n2Cc2ccco2)no1,8.8,3.3,1,-0.1,-6.7,-0.7,-7.5,-2.7,1764,1
COc1ccc(NC(=O)c2cccc(S(=O)(=O)N(C)c3ccccc3)c2)cn1,-8.9,4.4,1,-3.2,-0.2,-3.3,-12.6,0.9,1400,1
C=CCn1c(C)c(C(C)=O)cc(NC(=O)c2ccccc2)c1=O,0.2,-2.5,1,-1.7,-3.5,4.7,-15.0,-3.8,1784,1
CC(CCc1ccccc1)NC(=O)C(=O)Nc1ccccc1 (stereo not drawn),-5.8,-5.8,0.8,22.2,-1.6,-2.9,-13.0,2.8,1490,1
COc1ccc2c(c1)[nH]c1c(=O)n(CCCn3ccnc3)cnc12,-5.7,17.7,1,-1.0,-4.3,3.6,0.0,1.0,1596,1
O=C(NNS(=O)(=O)c1ccc(Cl)cc1)c1cccs1,6.6,5.3,1.1,-6.2,-3.3,3.3,-5.7,-5.2,1673,1.1
Cc1cc(/C=N/NC(N)=S)c(C)n1-c1ccc(Cl)cc1,-4.9,-1.6,1.1,-11.9,-3.0,3.8,6.3,2.1,1420,1
Cc1cccc(OCCn2c(-c3ccco3)nc3ccccc32)c1,4.1,-4.4,0.9,6.5,-0.7,-5.5,-13.7,-5.0,1596,1.1
Cn1c(CSCc2ccccc2)nnc1SCC(=O)Nc1nccs1,-0.1,4.0,0.9,10.9,-5.6,-7.7,-6.1,-1.7,1424,1
Cc1ccc(-c2nc3ccccc3[nH]2)cc1NC(=S)NC(=O)c1ccccc1Br,6.5,8.4,0.9,9.1,-3.1,-0.2,1.1,-0.2,1515,1
N#Cc1cc(C#N)c(N2CCN(c3ccccn3)CC2)nc1N,0.3,9.6,1,-2.1,-0.3,20.7,-9.0,-2.3,1818,1
CCSc1nnc(NC(=O)C2C3CCC(C3)C2C(=O)O)s1 (stereo not drawn),0.2,-4.5,1.2,-18.6,-2.9,4.6,-7.7,-3.6,1648,1

# The listing continues.
molecule,PPARg SRC-1 ag,PPARg SRC2 recr,bIAP act,bIAP inh,HMGR II inh,PPARg SRC3 recr,TNAP inh noacc,TNAP inh hi DEA,SRC2 TRFRET art,TNAP act hiacc
CC1CCCCN1Cc1c(C#N)c2ccccc2n1C (stereo not drawn),3.2,4.3,0.7,25.7,0.2,8.0,-1.8,-2.5,1759,1
CS(=O)(=O)Nc1ccc(C(=O)N2CCCCC2)cc1,1.4,0.7,0.9,5.3,0.7,-2.5,-10.4,-9.7,1526,1.1
Cc1ccc(NC(=O)c2ccc(S(=O)(=O)N3CCC(C)CC3)cc2)cc1,5.8,5.2,0.7,31.9,-1.1,0.7,-8.0,-6.8,1638,1.1
COc1cccc(NC(=O)c2cc([N+](=O)[O-])ccc2NC(=O)CNCC2CCCO2)c1 (stereo not drawn),2.9,10.2,1.1,-11.4,-7.4,5.4,-6.8,-3.9,1568,1
CN(CCc1ccccn1)C(=O)CCC1CCCN(C(=O)CN2CCCCCC2)C1 (stereo not drawn),1.6,8.9,1.1,-9.8,0.3,2.9,-9.3,-4.3,1541,1
COc1cc(NC(=O)C2=C(N3CCOCC3)/C(=C\c3ccc(Cl)cc3Cl)CC2)cc(OC)c1OC,-12.8,-7.1,0.8,16.1,-5.5,-3.8,-10.7,-7.8,1478,1.1
Cc1ccc(NC(=O)Cn2nc(C)c([N+](=O)[O-])c2C)cc1Cl,-5.1,2.8,1,3.4,3.1,0.6,-10.0,-3.0,1412,1
COc1ccc(C(=O)n2cnc(N)n2)cc1,17.7,-5.8,1,3.3,0.5,-4.1,-17.2,-5.1,1613,1.1
CC(c1ccco1)N(C(=O)c1ccc(Cl)s1)c1ccccn1 (stereo not drawn),0.3,10.2,1,1.7,/,-4.8,-3.2,-7.0,1684,1.1
CC(=O)Nc1ccc(S(=O)(=O)Nc2nc3ccccc3nc2N2CCCC2)cc1,8.1,-7.6,1,-0.4,-4.3,-13.3,-13.4,-3.3,1416,1
CCOc1ccc(C(C(=O)NC2CCCCC2)N(C(=O)c2ccco2)c2ccc(-n3cnnn3)c(C)c2)cc1 (stereo not drawn),2.0,15.9,1,4.9,-7.5,1.1,-7.9,-7.4,1798,1.1
O=C(COC(=O)CCc1nc2ccccc2s1)Nc1ccc(S(=O)(=O)N2CCOCC2)cc1,/,/,0.9,6.1,0.2,/,-3.5,-4.6,/,1
Cn1c(NC(=O)c2ccco2)cc(=O)n(C)c1=O,2.5,4.3,0.9,7.9,-0.1,3.4,-12.3,-9.4,1530,1.1

# Screening results: PubChem BioAssay, several laboratories
